# 14-3-3 PPI – 14-3-3 gamma protein interaction modulation | inhibition, % at 40 µM | AID 422 | P61981 | actives 0.19% (n = 160,000) | FP, 14-3-3gamma / TMR-pS259-Raf peptide binding; in the data active = inhibition above about 30%;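 also: 0% = protein plus tracer without compound and 100% = blank with tracer alone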
# Target sequence (P61981 whole entry, looked up): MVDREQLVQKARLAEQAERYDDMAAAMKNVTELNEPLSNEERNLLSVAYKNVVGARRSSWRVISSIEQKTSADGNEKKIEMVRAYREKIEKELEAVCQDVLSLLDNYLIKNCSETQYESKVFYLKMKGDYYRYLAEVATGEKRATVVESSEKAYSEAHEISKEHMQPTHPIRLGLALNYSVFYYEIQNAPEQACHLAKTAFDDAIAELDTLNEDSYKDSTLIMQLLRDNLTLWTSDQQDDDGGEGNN
# Active calls of the source: *; & = joins results of further samples. Only part of the results is shown (hit frequency here may not be typical).
structure	14-3-3 PPI
O=C(NC1CCCCC1)C1CCN(S(=O)(=O)c2ccc(Br)s2)CC1	-19
O=C(CC1SC(=O)N(c2ccccc2)C1=O)Nc1ccccc1 (centres undefined)	-4
CCCC(=O)Nc1ccc(NC(=O)C23CC4CC(CC(C4)C2)C3)cn1	-10
O=C(Nc1ccc(C(F)(F)F)cc1)c1coc(=O)c2ccccc12	-7
COC(=O)C1=C(C)NC(C)=C(C(=O)OC)C1C1CC=CCC1 (centres undefined)	1
NC(=O)C1CCN(CCCNC2CC(=O)N(Cc3ccc(N4CCCC4=O)cc3)C2=O)CC1 (centres undefined)	3
COc1ccccc1-c1cc(C(F)(F)F)nc(N2CCCCCC2)n1	-2
N#CC1=C(N)C2=C(N3CCCCC3)CCCC2C1(C#N)C#N (centres undefined)	2
CC(=O)Cn1c(C(F)(F)F)nc2ccccc21	5
CN1/C(=C/C(=O)C2CCC2)Sc2ccccc21	3
N=c1c(C(=O)NC2CCCCC2)cc2c(=O)n3ccccc3nc2n1C1CCCCC1	-2
NC(=O)c1c(NC(=O)c2ccc(F)cc2)sc2c1CCC2	-88
Cc1ccnc(NC(c2ccc(F)cc2)c2ccc3cccnc3c2O)c1 (centres undefined)	-2
COc1ccccc1NS(=O)(=O)c1cc(S(=O)(=O)c2ccccc2OC)c2c3c(cccc13)C(=O)N2	-7
O=C1CC(C(=O)Nc2ccc(Br)cc2)C2(CCCC2)O1 (centres undefined)	9

# Other results:
structure	14-3-3 PPI
c1ccc2[nH]c(SCCCCSc3nc4ccccc4[nH]3)nc2c1	2
Cc1ccc(C(=O)N2Cc3ccccc3CC2C(=O)O)cc1 (centres undefined)	-4
C=C(C)CSc1nc2c(c(=O)n1CC)C1(CCCCC1)Cc1ccccc1-2	-3
O=C(O)CCNS(=O)(=O)c1ccc(Oc2ccccc2)cc1	8
N#Cc1cn(CC(=O)O)c2ccccc12	3
COc1ccc(NC(=O)c2ccc(-c3ccc([N+](=O)[O-])cc3)o2)c(OC)c1	-6
COc1ccc(NC(=O)CCCCn2c(=O)[nH]c3ccccc3c2=O)cc1	-2
NC(=O)CSC1=Nc2ccccc2C2=NC(CC(=O)NCc3ccccc3)C(=O)N12 (centres undefined)	-15
O=C(O)COc1ccccc1Cc1ccccc1	2
Cc1ccc(CCNS(=O)(=O)c2cnc[nH]2)cc1	-6
Cc1ccc2nc(-c3cccc(-c4nc5ccc(C)cc5o4)n3)oc2c1	-1
COc1cc(S(=O)(=O)N2CCOCC2)ccc1NC(=O)CSc1nnc(N)s1	0
CCc1c(O)nc(SCC(=O)Nc2ccccc2C)[nH]c1=O	3
COc1ccc(C)cc1S(=O)(=O)N1CCC(C(=O)N2CCOCC2)CC1	-3
CCCCNC(=O)c1sc2ncnc(N3CCC(C)CC3)c2c1C	7

# Further results:
structure	14-3-3 PPI
CC(C)(C)n1nnnc1C(c1cccc(C(F)(F)F)c1)N1CCOCC1 (centres undefined)	0
CCc1ccc(S(=O)(=O)n2c(=O)n(S(=O)(=O)c3ccc(CC)cc3)c3ccccc32)cc1	-7
CCOc1ccccc1N1CCN(Cc2ccc(Br)s2)CC1	-1
CC1CC(C)CN(CCCNC(=O)Cc2c(C(=O)O)[nH]c3ccccc23)C1 (centres undefined)	-3
CC1CCc2nc(NC(=O)c3cc(C(C)(C)C)nn3C)sc2C1 (centres undefined)	-2
O=C(CSC1CC(=O)N(c2ccc(Br)cc2)C1=O)Nc1ccccc1 (centres undefined)	-17
O=C(NC1CC1)c1ccc2c(=O)[nH]c3c(C(=O)NC4CCCC4)sc(=S)n3c2c1	-49
CC(C)Sc1nc2sc3c(c2c(=O)n1-c1ccccc1)CCC3	-1
N#CC1=C(N)Oc2cc(O)ccc2C1c1ccncc1 (centres undefined)	-3
O=c1[nH]c2cc3c(cc2cc1CN(CCc1ccccc1)Cc1nnnn1C1CCCC1)OCCO3	0
Cc1cc(C)nc(N2CCCC(C(=O)NCCC3=CCCCC3)C2)n1 (centres undefined)	7
Cc1onc(-c2c(F)cccc2Cl)c1C(=O)NCC1COc2ccccc2O1 (centres undefined)	-6
CCOC(=O)c1ccccc1Oc1c(F)c(F)nc(N2CCCCC2)c1F	-4
CCCCSc1nc(C)c(C(C)=O)cc1C#N	-4
COc1ccccc1-c1nnc(NC(=O)C(C)SC2=NCCS2)s1 (centres undefined)	-4

# New compounds follow
structure	14-3-3 PPI
Cc1ccc(Cl)c2c1NC(c1ccc(S(=O)(=O)N3CCOCC3)cc1)C1CC=CC21 (centres undefined)	-107
CCOC(=O)c1ccc(NC(=O)CSc2cn(CC)c3ccccc23)cc1	2
CCOc1ccc(C2CC(=O)NC3=C2C(=O)CCC3)cc1 (centres undefined)	1
Cc1nc(Nc2ccc(Oc3ccccc3)cc2)c2c(C)c(C)sc2n1	-2
CCCOCCOC(=O)C1=C(C)NC2=C(C(=O)CC(C)(C)C2)C1c1ccccc1[N+](=O)[O-] (centres undefined)	12
O=C(CN1CCN(CCOCCO)CC1)N1c2ccccc2Sc2ccc(C(F)(F)F)cc21	-30
Cc1ccc2nc(-c3ccc(N=Cc4ccccc4O)cc3)oc2c1	-14
CCCOc1ccc(C(=O)Nc2nc3ccccc3s2)cc1	-3
COc1ccc(Cn2c(SCC(N)=O)nc3ccc(N4CCOCC4)cc3c2=O)cc1	-8
COc1ccc(-n2nc3c(c2NC(=O)c2cc4ccccc4oc2=O)CSC3)cc1	-6
CC1CN(S(=O)(=O)c2ccc(C(=O)N=c3sc4cc(S(C)(=O)=O)ccc4n3C)cc2)CC(C)O1 (centres undefined)	-8
COc1ccc(C2Nc3ccccc3C(=O)N2Cc2ccccc2)cc1Cn1cc([N+](=O)[O-])cn1 (centres undefined)	1
Cc1ccsc1C1C(C(=O)O)c2ccccc2C(=O)N1C (centres undefined)	5&-4
COc1cccc(-c2nc(CS(=O)(=O)CC(=O)NCc3ccccc3)c(C)o2)c1	3
O=C1CCCC2=C1C(c1ccco1)Nc1ccc3ccccc3c12 (centres undefined)	-29

# More entries follow:
mol,14-3-3 PPI
c1ccc(CC2CCN(c3nc(-c4ccncc4)nc4ccccc34)CC2)cc1,-9
CCc1c(C(=O)Nc2nnc(C3CC3)s2)csc1C,-1
COc1ccccc1Nc1nc(-c2cc(C)ccc2C)cs1,-8
CCCN(CCO)Cc1cccc(Oc2ccccc2)c1,-2
CCCCCCn1c2c(c(=N)c3c1CCC3)CCC2,0
Cc1ccccc1Nc1nc(N)nc(COC(=O)C(NC(=O)c2ccco2)C(C)C)n1 (centres undefined),0
CC(C)C(=O)N1c2ccccc2NC2=C(C(=O)CC(C)(C)C2)C1c1cccc(F)c1 (centres undefined),15
CCCCCOC(=O)C1=C(C)NC2=C(C(=O)CC(C)(C)C2)C1c1cccc(OC)c1 (centres undefined),-27

# New compounds follow.
mol,14-3-3 PPI
COc1ccccc1C(=O)Nc1ccc(S(=O)(=O)Nc2nccc(C)n2)cc1,1
Cc1ccc(NS(=O)(=O)c2cccs2)cc1,-6
CCOC(=O)c1ccc(NS(=O)(=O)c2cnc[nH]2)cc1,-7
O=C(CCC(=O)N(CC(=O)NC1CCCC1)Cc1ccc2c(c1)OCO2)Nc1ccccn1,0
COc1ccc2c(c1OC)C(=O)N(c1ccc(C)cc1)C2=O,2
Cc1cc(C)c2cc(C(c3nnnn3CC3CCCO3)N3CCN4CCCC4C3)c(=O)[nH]c2c1 (centres undefined),0
O=C(NCc1n[nH]c(=S)n1-c1ccccc1)c1ccc(S(=O)(=O)N2CCCCC2)cc1,-13
CC(C)c1ccc(NC(=O)c2sc3nc4c(cc3c2N)C(=O)CC(C)(C)C4)cc1,3

# (continued)
mol,14-3-3 PPI
CCOc1ccc(NC(=O)c2ccc(F)c(S(=O)(=O)N3CCCc4ccccc43)c2)cc1,-1
CCOc1ccccc1Nc1ccc(C(=O)O)cc1[N+](=O)[O-],3
CC(C)(C)NC(=O)C1CCN(S(=O)(=O)c2ccc(F)cc2)CC1,1
CCOc1ccccc1Nc1nc(C)nc2sc3c(c12)CCCC3,-7
CC(C(=O)O)N1C(=O)CSC1=S (centres undefined),-19
COc1ccc(N2CCCn3c2nc2c3c(=O)n(CCc3ccccc3)c(=O)n2C)cc1,-1
Cn1c(=O)c(=O)n(C)c2cc(S(=O)(=O)Nc3ccc(Cl)cc3)ccc21,-7
O=C(NC1CCCCCCC1)c1ccc2c(c1)ncn2C1CCCC1,-10

# Reformatted with the structure last: entries from further up
14-3-3 PPI	Compound
-2	COc1ccccc1-c1cc(C(F)(F)F)nc(N2CCCCCC2)n1
2	N#CC1=C(N)C2=C(N3CCCCC3)CCCC2C1(C#N)C#N (centres undefined)
5	CC(=O)Cn1c(C(F)(F)F)nc2ccccc21
3	CN1/C(=C/C(=O)C2CCC2)Sc2ccccc21
-2	N=c1c(C(=O)NC2CCCCC2)cc2c(=O)n3ccccc3nc2n1C1CCCCC1
-88	NC(=O)c1c(NC(=O)c2ccc(F)cc2)sc2c1CCC2

# The listing picks up, repeating the 2 entries before the break.
mol,14-3-3 PPI
Cn1c(=O)c(=O)n(C)c2cc(S(=O)(=O)Nc3ccc(Cl)cc3)ccc21,-7
O=C(NC1CCCCCCC1)c1ccc2c(c1)ncn2C1CCCC1,-10
CCC(=O)NCCSc1c[nH]c2ccccc12,2&-8
CC(C)C(NC(=O)OCc1ccccc1)C(=O)NCC(=O)OC(C)(C)C (centres undefined),-2
COc1ccc(CCNC(=O)COc2ccc(C)cc2)cc1OC,-10
Cc1cccc(C)c1Nc1c(-c2ccsc2)nc2ncccn12,0
O=[N+]([O-])c1ccccc1OCC(O)CN1CCN(c2ccccc2F)CC1 (centres undefined),-5
CCOc1cc2[nH]c(=O)n(CC3CCC(C(=O)NCCC(C)C)CC3)c(=O)c2cc1OCC (centres undefined),1
COc1ccc(Nc2ncc(C(=O)N3CCCc4ccccc43)c3ccccc23)cc1,-13
CCCN(C(=O)c1cc2cc3ccc(C)cc3nc2o1)c1ccccc1C,13

# Next part.
mol,14-3-3 PPI
COC(=O)c1ccccc1NC(=O)c1ccccc1SC,-12
COc1ccc(Br)cc1C(=O)Nc1cc2ccccc2oc1=O,1
CCN(CC)C(=O)c1ccc(Sc2ccccc2Cl)c([N+](=O)[O-])c1,-6
c1ccc(CCNCCN2CCOCC2)cc1,4
O=C(CSc1nnc(-c2ccncc2)n1-c1ccccc1)Nc1ccccc1,-1
COc1ccc(N(CC(=O)Nc2ccccc2SC)S(C)(=O)=O)cc1OC,-4
CC(=O)N1CCc2cc(S(=O)(=O)NC(CC(C)C)C(=O)Nc3ccc(C)cc3C)ccc21 (centres undefined),-35
COc1ccc(Cl)cc1NC(=O)CCCn1cnc([N+](=O)[O-])n1,-11

# Later entries.
mol,14-3-3 PPI
Cc1cc(C(F)(F)F)n2ncc(-c3ccc(Cl)cc3)c2n1,0
COC(=O)C1=C(N)OC2=C(C(=O)CC(C)(C)C2)C1c1cccc([N+](=O)[O-])c1 (centres undefined),-8
COCCNC(=O)c1cc2nc(-c3ccc(C)cc3)cc(C(F)(F)F)n2n1,1
CC1CCCN(C(=O)c2c(NC(=O)c3cccs3)sc3c2CCC(C(C)(C)C)C3)C1 (centres undefined),8
CCOC(=O)N1CCC(NC(=O)Cn2cc3c(n2)CCC(C)C3)CC1 (centres undefined),2
CCN(CC)C(=O)Cn1cnc2sc(C(=O)NC3CCCCC3)c(C)c2c1=O,-5
COC(=O)C1=C(C)NC2=C(C(=O)CCC2)C1c1ccc(OC(C)=O)cc1 (centres undefined),-1
O=C(Nc1ccc2oc(-c3ccccc3Cl)nc2c1)c1ccc(F)cc1,-46

# Next section
mol,14-3-3 PPI
Cc1ccc(-c2nc3cc(Cl)ccc3o2)cc1NC(=O)c1ccc(Br)cc1,-255
COc1ccc(NC(=O)C2CCCN2S(=O)(=O)c2ccc(F)cc2)cc1 (centres undefined),-4
COC(=O)c1ccc(C(=O)N=c2sc3c4ccccc4ccc3n2C)cc1,-5
O=C(O)c1ccccc1C(=O)Nc1ccccc1Oc1ccccc1F,2
CC(C)COc1ccc(C(=O)Nc2ccc3oc(-c4cccc(Cl)c4)nc3c2)cc1,-80
CCOC(=O)c1ccc(-n2c(=S)sc3c(=O)n(CC4CCCO4)c(SCC#N)nc32)cc1 (centres undefined),-1
COc1ccccc1CNC(=O)c1cc2c(=O)n(C)c3ccccc3c2n1C,3
CC(C)(C)SCCNC(=O)COc1ccccc1,-1

# Going on with the list:
mol,14-3-3 PPI
CCOc1ccc(NC(=O)Nc2cc(C)ccc2OC)cc1,1
Cn1c(=O)c2c3c(sc2n2c(SCc4ccccc4)nnc12)CCC3,-6
O=C(CSc1nc2ccsc2c(=O)n1-c1ccccc1)NCC1CCCO1 (centres undefined),-10
Cc1ccc(-n2cnc3cc(C(=O)NCc4ccc(F)cc4)ccc32)cc1Cl,-9
Cc1c(Br)cc(C(=O)N2CCN(CCO)CC2)c(C)c1C,10
N#CCSc1nc2ccccc2c(=O)n1CCC(=O)NC1CCCCC1,-1&-3
Cc1cc(S(=O)(=O)N2CCCCCC2)c(C)cc1Br,-6
C=C(C)C(C)(C#CCN1CCCC1)OC(C)=O (centres undefined),-1

# Looked up above:
# Value for `O=C(CSc1nc2ccsc2c(=O)n1-c1ccccc1)NCC1CCCO1` (centres undefined) under 14-3-3 PPI: -10
# Value for `CCOc1ccc(NC(=O)Nc2cc(C)ccc2OC)cc1` under 14-3-3 PPI: 1
# Value for `Cn1c(=O)c2c3c(sc2n2c(SCc4ccccc4)nnc12)CCC3` under 14-3-3 PPI: -6

# Going on with the list:
mol,14-3-3 PPI
O=C(COc1ccc(Cl)cc1)NCc1nnc(SCC(=O)NCCc2ccccc2)o1,1
COc1cc(NC(=O)c2cc([N+](=O)[O-])ccc2Cl)ccc1NC(=O)c1cc2ccccc2o1,-10
COc1ccc(NC(=O)CSc2nnc3c(C)cc4ccccc4n23)cc1,2
COc1cc(-c2nnc(SCC(=O)c3cc(C)n(CC4CCCO4)c3C)o2)cc(OC)c1OC (centres undefined),-19
Brc1ccc2nc(-n3nnc4ccccc43)nc(-c3ccccc3)c2c1,1
CCOC(=O)COc1ccc2nsnc2c1,4
O=C(CN1C(=O)c2ccccc2S1(=O)=O)N1CCN(c2ccc(F)cc2)CC1,4
C=CCNc1nc(-c2cccnc2)cs1,-7

# Compound activity: PubChem, Emory University Molecular Libraries Screening Center
